# Dynein cargo inh: inhibitors of GR-EGFP nuclear translocation, primary screen, dynein cargo transport inhibitor project, imaging, high-content, 3617.4 mouse cells; test concentration mostly 20 µM; stimulated with dexamethasone, 1 µM; hits give low values; z-score, hits read low; 220,000 tested, 0.47% active; AID 1381, 2008;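 active = plate z-score of nuclear minus cytoplasmic receptor signal below a set negative limit, without overly bright fluorescence or cell loss, cut at about -3.5 in these data, passing the limit was not always enough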;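 also: z-score of nuclear minus cytoplasmic ring GR-EGFP intensity difference per well; some compounds called inactive have numbers as strong as hits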
#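 Buffer or medium: tet-free, stripped-serum medium; Also added: dexamethasone, 1.0 µM final; Technique: high-content fluorescence imaging after fixation; Times: 48 h induction, 1 h compound, 30 min dex at 37 °C; Read-out: per-cell GR-EGFP intensity, nucleus versus surrounding cytoplasmic ring, well-averaged.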
# Insulin prom up: insulin promoter activators in MIN6 cells, imaging, high-content screening, mouse beta cells | AID 1625, 2009 | z-score at 5 µM | 190,000 tested, 0.3% active | MIN6 insulin promoter-GFP reporter; hits give high values;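 active = z-score above 3 at 5 µM with at least 500 cells counted in the well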
# b-catenin transl: modulators of beta-catenin nuclear translocation, primary screen, imaging, HeLa cells, immunofluorescence, high-content | nuclear translocation activity, % at 5 µM | 190,000 tested, 0.3% active;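 active = nuclear translocation activity above 50% at 5 µM, with a well cell count of 50 or more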;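 also: per-cell ratio of nuclear to cytoplasmic median beta-catenin stain intensity; plate controls were DMSO negative control for no effect and GSK-3 inhibitor IX positive control for full effect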
#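 Test system: human HeLa cell line; Doses: 5 µM primary, 0.02–20 µM confirmation; Incubation: 24 h compound exposure, 37°C; Detection: beta-catenin immunofluorescence imaging with DAPI; Read-out: beta-catenin nuclear/cytoplasmic ratio, % activation.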
# T cell modulator: modulators of CD8 T cell-vesicle binding, primary screen, mouse 2C CD8+ T cells, flow cytometry. 2C CD8+ T cell-vesicle binding; hits give low values. calls only at 7 µM. 330,000 tested, 0.068% active. AID 2052, 2009;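 active = response, share of CD8 T cells binding vesicles, and their 90th percentile fluorescence all below set limits, cut at about 80% in these data, passing the limit was not always enough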
#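 Also added: QL9-peptide-loaded Drosophila micro-vesicles bearing Ld, ICAM-1 and B7-1; Test system: purified 2C TCR transgenic mouse naive CD8+ T cells; Measured by: cytometric PE anti-B7-1 and Alexa647 anti-CD8 signals after 1% paraformaldehyde fixation; Timing: binding step 1.5 h, 37 °C, antibody labelling 20 min, ice.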
# human PMI inhibition: inhibitors of human PMI, primary screen, biochemical, fluorescence intensity, coupled assay (AID 1209) | Mannose-6-phosphate isomerase (Homo sapiens) | purified PMI enzyme, coupled fluorescence intensity; higher % means a stronger effect | inhibition, % at 20 µM, or IC50 in µM where a hit was titrated | 190,000 tested, 0.42% active; in the data active = inhibition above about 50%;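 also: plate controls were DMSO vehicle for no effect and wells lacking substrate for full effect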
# TNAP activation fold: human TNAP enzyme activators, primary screen, biochemical, luminescent, no phosphate acceptor, uHTS (AID 1001). Alkaline phosphatase, tissue-nonspecific isozyme (Homo sapiens). purified TNAP, luminescent activation assay, no phosphate acceptor; higher activation fold means a stronger effect. activation fold at 20 µM; hits with a dose series show EC50 in µM. 200,000 tested, 0.03% active; in the data active = activation fold from about 3, or a potency from the dose series; inactive = the rest, 99 in 100 with activation fold below about 1.6; also: many of its hits are not listed in these tables
# Lipid droplet: inhibitors of hepatocyte lipid droplet formation, primary screen, imaging, high-throughput imaging, BODIPY stain; AID 1656, 2009; 240,000 tested, 0.4% active; AML12 mouse hepatocytes, oleate lipid droplets; inhibition, % at 6.5 µM;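 active = lipid droplet intensity inhibited by at least 50%, with more than 500 cells counted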
#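 System: AML12 hepatocytes (mouse). Probe or stimulus: oleic acid at 100 µM to induce lipid droplet formation. Times: overnight treatment with compound plus oleate. Detection: Image-based BODIPY and DAPI two-channel analysis. Evaluation: percent inhibition of filter-corrected integrated lipid droplet intensity per well.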
# Myeloid diff MLP: induction of myeloid progenitor differentiation, primary screen, cell-based, flow cytometry, MLPCN library | ER-HoxA9 myeloid progenitors, lysozyme-GFP differentiation | calls only at 10 µM | 360,000 tested, 1% active | AID 624256, 2012;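 active = normalized GFP-positive differentiation at or above the plate's own cutoff, the solvent-only control mean plus 3 SD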;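 also: cells exposed to compound for four days before flow analysis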
# MT stabilize HCS: microtubule stabilizers in HeLa cells, primary screen, imaging, high-content imaging; HeLa tubulin immunostaining HCS, 24 h; share of cells brighter than vehicle mean+2SD; % tubulin-high responders, % at 10 µM; 200,000 tested, 0.83% active;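 active = plate Z-score above 3 for both tubulin-high and condensed-nucleus cell shares, with cell loss under 80%, at 10 µM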;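 also: anti alpha tubulin signal scored within the nucleus-defined area of each cell; some results filed as inactive read as strong as hits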
# Dynein cargo inh cytoplasmic EGFP: further read-out of Dynein cargo inh, marked with its call; z-score; measured here: cytoplasmic GR-EGFP intensity; hits give high values
# Dynein cargo inh nuclear GR-EGFP: second read-out of Dynein cargo inh, no call of its own (marks repeat the call); z-score; measured here: nuclear GR-EGFP intensity;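 lower value marks the stronger effect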
# Dynein cargo inh cell count: further read-out of Dynein cargo inh, marked with its call; z-score; measured here: cell count per field
# Insulin prom up cell count: also measured in Insulin prom up; calls as there; cell count; measured here: cytotoxicity, nuclei count;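 total cells summed across four imaged fields per well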
# Lipid droplet cells 6.5 µM: second read-out of Lipid droplet, no call of its own (marks repeat the call); cell count; measured here: cell count, cytotoxicity flag;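 cells counted across two imaged fields per well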
# b-catenin transl cell count 5 µM: also measured in b-catenin transl; calls as there; cell count; measured here: cell count, cytotoxicity flag
# T cell modulator vesicle-bound %: recorded beside T cell modulator, whose call it bears; double positive events, %; measured here: CD8+ vesicle-bound cell fraction;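 binding gate set so that unloaded-vesicle control wells show 10% double positive cells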
# MT stabilize HCS Hoechst-high %: recorded beside MT stabilize HCS, whose call it bears; % Hoechst-high responders; measured here: nuclear condensation Hoechst responders;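 share of cells brighter than vehicle mean plus two SD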
# MT stabilize HCS cytotoxicity %: also measured in MT stabilize HCS; calls as there; toxicity, %; measured here: cytotoxicity by cell density;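 0% = mean cell density of plate MIN control wells and 100% = no cells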
# Myeloid diff MLP GFP+ MAC1+ %: also measured in Myeloid diff MLP; calls as there; GFP+ MAC1+ double positive, %; measured here: differentiation confirmed by MAC1 staining
# Numbers without * were called inactive; i = inactive; . = not tested or not shown; + = active, no number.
SMILES,Dynein cargo inh,Dynein cargo inh cytoplasmic EGFP,Dynein cargo inh nuclear GR-EGFP,Dynein cargo inh cell count,Insulin prom up,Insulin prom up cell count,b-catenin transl,b-catenin transl cell count 5 µM,T cell modulator,T cell modulator vesicle-bound %,human PMI inhibition,TNAP activation fold,Lipid droplet,Lipid droplet cells 6.5 µM,Myeloid diff MLP,Myeloid diff MLP GFP+ MAC1+ %,MT stabilize HCS,MT stabilize HCS Hoechst-high %,MT stabilize HCS cytotoxicity %
CCOC(=O)c1cnc(-c2ccccc2)nc1N(C)C,0.233,-0.179,0.0812,-0.433,-0.47,987,1.6,963,i,8.5,10.2%,1,-0.1,763,i,1.3,2.5,1.6,1.1
CCc1ccc2[nH]c(=O)c(CN(CCCO)C(=O)NCc3ccccc3)cc2c1,2.97,2.8,2.92,-2.43,-0.13,836,1.2,1119,i,24.4,3.4%,1,-19.2,808,i,1.0,1.9,0.9,5.2
CC1(OC(=O)CCc2ccccc2)C(=O)C=C2C=C(c3ccc(C#N)cc3)N(C(CO)CO)C=C2C1=O (stereo not drawn),0.0697,-0.711,0.0918,-0.548,0.37,1015,1.0,1198,i,47.9,.,.,.,.,i,4.3,.,.,.
COc1ccc(C(=O)COC(=O)c2cccnc2SC)cc1,-0.239,-0.292,0.271,0.227,0.49,1314,1.6,902,i,31.8,-15.3%,1.1,1.0,655,i,0.3,4.9,2.8,6.1
Cc1cc(F)ccc1NC(=O)C1CCCO1 (stereo not drawn),-0.215,-0.359,0.169,0.238,1.57,1571,-4.2,1141,i,32.5,-8.7%,1.1,29.9,707,i,0.5,5.5,3.3,4.3
CCOC(=O)N1CCN(Cc2nc3c(c(=O)n(C)c(=O)n3C)n2Cc2cccc(C)c2)CC1,-1.31,-0.123,-0.564,2.45,-0.13,987,-0.3,1087,i,36.4,-11.8%,1.1,.,.,i,2.4,7.8,2.6,5.6
CCOC(=O)CCCc1ccc(/C(C)=N/NC(=S)NC)cc1,1,-0.215,1.02,-1.09,0.54,1118,1.0,1348,i,28.4,.,.,8.7,726,i,0.6,.,.,.
CN(C1CCCCC1)S(=O)(=O)c1ccc(-n2cnnn2)cc1,-0.228,-0.138,-0.0879,-0.127,.,.,-0.9,1175,i,32.2,14.5%,1.1,.,.,i,0.7,1.3,1.3,10.5
C=CCOc1nc(N(C)C)nc(N(C)C)n1,-0.288,-0.21,-0.509,-0.166,-0.83,1175,0.6,1187,i,44.6,8.3%,1.1,1.3,748,i,0.7,1.9,1.3,6.2
C/C(=N\NC(=O)CN(c1ccccc1)S(C)(=O)=O)c1ccccc1O,0.833,-0.296,0.806,-0.237,-0.17,1191,-0.6,1070,i,34.1,-21.8%,1.3,-3.4,676,i,0.6,3.4,2.4,6.4
COc1c(C(=O)NNC(=O)c2ccccc2Cl)csc1Br,0.0377,-0.141,-0.249,-0.266,0.86,1406,0.4,1333,i,40.5,.,.,-9.4,660,i,0.7,.,.,.
Cc1ccc(CN2CCN(Cc3ccc(O)cc3)CC2CCO)o1 (stereo not drawn),-0.422,-0.372,-0.139,0.924,-0.02,1462,-1.3,1052,i,23.9,13.8%,1,4.1,738,i,0.9,2.6,1.6,7.9
COCc1cc(/C=N\NC(=O)Cc2ccc(Cl)cc2)ccc1OC,-0.558,-0.268,-0.363,0.467,0.48,1187,-0.6,529,i,49.9,-0.3%,1.1,1.3,669,i,0.7,2.9,3.5,3.5
COc1cccc(/C=N/N2CCN(c3ccccc3OC)CC2)c1,-0.446,-0.208,-0.526,0.727,0.34,1915,-2.8,1060,i,35.2,20.5%,1.1,-0.5,593,i,1.2,3.2,1.8,3.9
O=C(N/N=C1\CCCc2ccccc21)c1ccccc1Cl,0.853,-0.234,0.686,-0.682,-0.14,1293,-0.7,1098,i,21.4,4.4%,1.1,-4.8,663,i,0.6,7.0,2.3,1.6
CCCCN(C(=O)CNC(=O)c1ccco1)C(C(=O)NC1CCCCC1)c1ccc(OC)cc1OC (stereo not drawn),-0.631,-0.278,-0.426,0.323,-1.36,1302,-0.7,971,i,51.1,2.7%,1.1,.,.,i,1.0,2.3,1.8,9.8
Cc1ccc(C(=O)O/N=C/c2ccc(N(C)C)cc2)cc1,-0.874,0.384,-0.238,0.796,-0.09,1349,0.9,943,i,9.1,-4.4%,1.1,-1.8,721,i,0.6,2.4,1.8,1.7
C/C(=N\NC(=O)CC#N)c1ccc(Oc2ccccc2)cc1,-0.502,2.88,0.16,-0.761,-0.14,1283,1.6,1046,i,26.3,5.2%,1.1,1.0,670,i,0.4,5.5,1.6,8.6
C/C=C(\C)C(=O)NCCN1C2=NC[C@@H](Cc3ccccc3)N2C[C@H]1Cc1ccc(O)cc1,-0.325,-0.285,0.0791,0.175,-1.24,1377,1.7,1053,i,21.3,8.0%,1,0.5,712,i,2.0,1.5,1.6,4.1
O=C(CN1CCCC1)Nc1ccc(Oc2ccc(NC(=O)CN3CCCC3)cc2)cc1,-1.19,0.128,-0.36,0.412,1.09,1364,-1.2,917,i,19.5,-2.0%,1.1,.,.,i,1.3,3.4,2.0,16.2
CC(=O)N(Cc1ccc(F)cc1)C1=C(NCc2ccccc2)C(=O)c2ccccc2C1=O,0.479,0.0882,0.682,-0.714,.,.,-5.5,1127,.,.,-8.8%,1,3.2,806,+,0.8*,4.0,5.3,68.3
COc1ccc(-c2cc3n(n2)CCc2nc4ccccc4n2-3)cc1,2.32,-0.245,1.53,-1.56,0.32,1291,.,.,i,14.6,10.9%,1.1,16.9,752,i,0.4,2.5,0.2,11.5
Clc1ccc(-c2csc3ncnc(Cl)c23)cc1,-3.97*,0.654*,-2.35*,1.41*,-0.14,1281,-0.2,564,i,6.8,-7.8%,1,4.7,572,i,1.1,3.4,2.0,1.3
CCOC(=O)CSc1ccc2nnc(-c3ccncc3)n2n1,0.143,-0.271,0.104,0.416,0.67,1213,4.4,1050,i,25.1,0.4%,1,10.2,807,i,1.3,2.7,2.7,6.5
Cc1ccc(OC2=NS(=O)(=O)c3ccccc32)cc1,-0.778,0.0124,-0.368,-0.249,-0.73,713,-1.1,1178,i,14.8,3.6%,1.1,-6.4,745,+,3.1*,2.4,1.7,9.2

# Brought forward from above: 2 entries; new compounds follow.
SMILES,Dynein cargo inh,Dynein cargo inh cytoplasmic EGFP,Dynein cargo inh nuclear GR-EGFP,Dynein cargo inh cell count,Insulin prom up,Insulin prom up cell count,b-catenin transl,b-catenin transl cell count 5 µM,T cell modulator,T cell modulator vesicle-bound %,human PMI inhibition,TNAP activation fold,Lipid droplet,Lipid droplet cells 6.5 µM,Myeloid diff MLP,Myeloid diff MLP GFP+ MAC1+ %,MT stabilize HCS,MT stabilize HCS Hoechst-high %,MT stabilize HCS cytotoxicity %
CCOC(=O)CSc1ccc2nnc(-c3ccncc3)n2n1,0.143,-0.271,0.104,0.416,0.67,1213,4.4,1050,i,25.1,0.4%,1,10.2,807,i,1.3,2.7,2.7,6.5
Cc1ccc(OC2=NS(=O)(=O)c3ccccc32)cc1,-0.778,0.0124,-0.368,-0.249,-0.73,713,-1.1,1178,i,14.8,3.6%,1.1,-6.4,745,+,3.1*,2.4,1.7,9.2
COCCNC(=S)N/N=C1\CC(C)CC(C)(C)C1 (stereo not drawn),-0.381,-0.151,-0.16,-0.432,0,1281,-0.7,1028,i,49.9,-23.6%,1.3,4.4,694,i,0.3,2.5,2.2,6.5
Cn1nc(C(=O)NCc2ccco2)c2ccccc2c1=O,-0.456,-0.279,-0.484,0.227,0.14,1218,3.8,452,i,28.4,-0.5%,1.1,9.9,613,i,0.7,3.1,2.2,2.5
Cc1cc(C(=O)Nc2ccc3[nH]ccc3c2)no1,0.45,-0.244,0.14,-0.0416,-0.01,1392,-4.9,1173,i,41.6,.,.,-12.8,777,i,0.2,.,.,.
O=C(CSc1ncn[nH]1)NN(c1ccccc1)c1ccccc1,-0.468,-0.283,-0.298,0.255,-1.86,1436,.,.,i,45.6,-3.2%,1,1.9,607,i,0.8,2.2,3.6,1.3
C/C(=C\C(=O)c1ccc(Cl)cc1)Nc1ccc(Br)cc1,0.597,-0.206,-0.0055,-0.286,.,.,.,.,i,32.4,.,.,.,.,i,0.6,3.2,1.0,6.9
O=C(c1ccco1)N1CCc2ccccc21,-0.103,-0.211,0.0943,-0.297,0.53,1322,0.5,1098,i,6.8,-5.7%,1.1,31.0,662,i,0.3,2.0,1.3,1.7
O=C(NN1C(=O)C2C3c4ccccc4C(c4ccccc43)C2C1=O)c1ccc(Cl)cc1 (stereo not drawn),0.286,-0.234,0.266,-0.307,0.91,1491,-1.5,1037,i,43.7,30.6%,1,-6.2,567,i,0.3,3.1,2.1,9.6
Cc1ccc2c(c1)c(CC(=O)Nc1ccc(C)c(F)c1)c(C(=O)O)n2C,0.542,0.268,0.298,-1.99,.,.,-5.6,1099,.,.,-15.0%,0.9,-18.1,835,i,4.6,0.8,1.8,11.1
